Screens deposited in PubChem by National Center for Advancing Translational Sciences (NCATS).
S2 tox: Viability Counterscreen for Primary qHTS for Inhibitors of ATXN expression; S2 cells (HEK-293 line with an ATXN2-luciferase reporter) viability, CellTiter-Fluor protease fluorescence, 24 h; actives 0.49% (n = 400,000); Potency, µM (top dose mostly 56.7 µM), most hits filed as cytotoxic; further: potency means the concentration at half of the fitted maximal effect; nearly all actives have a fitted effect of over 40% in size
KB-3-1 cytotox: qHTS assay for MDR1-selective chemotherapeutics: Primary screen using the parental adenocarcinoma cell KB-3-1 | actives 1.4% (n = 400,000) | Potency, µM (highest dose often 46.1 µM), without a hit: at the highest dose activity change, negative = cytotoxic, usual class: cytotoxic | KB-3-1 viability, CellTiter-Glo ATP luminescence, 72 h; further: potency means the concentration at half of the fitted maximal effect; on the % scale 0 is the no-effect control and ±100 the full control effect; nearly all actives have a fitted effect of over 60% in size
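Here the drug-naive KB-3-1 line serves as comparator for MDR sub-line selectivity; cells received compound titrations, 72 h at 37 °C, then CellTiter-Glo readout.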
KB-V1 cytotox: qHTS assay for MDR1-selective chemotherapeutics: Primary screen using the drug-selected MDR subline cells KB-V1 | KB-V1 MDR cells viability, CellTiter-Glo, 72 h | Potency, µM (series often up to 46.1 µM), for inactives: at the top dose activity change, negative = cytotoxicity, actives largely listed as cytotoxic | actives 3.4% (n = 400,000) | AID 1347076, 2019; further: potency means the concentration at half of the fitted maximal effect; on the % scale 0 is the no-effect control and ±100 the full control effect; nearly all actives have a fitted effect of over 60% in size
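Luminescent ATP read-out (CellTiter-Glo, 10 min) measures survival of drug-selected KB-V1 MDR cells after 72 h, 37 degrees C compound exposure. Medium: phenol-red-free DMEM, 10% FBS. Values from fitted concentration-response curves.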
HT1080 IDH1KD tx: qHTS for induction of synthetic lethality in tumor cells producing 2HG: qHTS for the HT-1080-IDH1KD cell line; Potency, µM (top dose mostly 46.1 µM), for inactives: at the top dose activity, negative = toxicity, usual class: cytotoxic; AID 686971, 2013; actives 2% (n = 360,000); HT-1080 IDH1 knockdown viability, ATP luminescence, 48 h;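 further: potency means the concentration at half of the fitted maximal effect; 0% = DMSO wells and -100% = cell-free medium wells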
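IDH1KD HT-1080 cells, 750/well, RPMI + 5% FBS; compound pinned after 2 h settling; 48 h, 37 °C; CellTiter-Glo luminescence; % activity normalised to DMSO and no-cell wells; curves fitted, classed by r2 and efficacy.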
IL1B secr inh: qHTS for Inhibitors of Inflammasome Signaling: IL-1-beta AlphaLISA Primary Screen; THP-1 LPS/ATP IL-1B secretion, AlphaLISA, 16 h; active compounds read low; activity change, % at 57.5 µM; actives 4.7% (n = 360,000); AID 743279, 2014; in the data active means activity change below about -50%; inconclusive means mostly about -30% to -49%; further: on the % scale 0 is the no-effect control and ±100 the full control effect
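THP-1 cells pretreated 1 hr with compounds (up to 57.5 uM final), then stimulated with LPS (250 ng/mL final) plus ATP (1.25 mM final); secreted IL-1B measured by AlphaLISA after 16 hr, decreased signal indicating inhibition.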
MCF10A rerep: A quantitative high throughput screen for small molecules that induce DNA re-replication in MCF 10a normal breast cells | MCF 10A DNA re-replication, Hoechst nuclear intensity, 48 h | Potency, µM (series often up to 46.1 µM), without a hit: top-dose activity, positive = re-replication, most hits filed as activators | actives 2.9% (n = 350,000) | AID 624296, 2012; further: potency means the concentration at half of the fitted maximal effect; % of control where 0% means no effect; nearly all actives have a fitted effect of over 50% in size
ATXN2 expr inh: Primary qHTS for Inhibitors of ATXN expression. HEK-293 ATXN2-luciferase reporter, luminescence, 24 h. Potency, µM (series often up to 57 µM), without a hit: at the highest dose activity change, negative = inhibition, hits mostly inhibitors. actives 0.72% (n = 360,000); further: potency means the concentration at half of the fitted maximal effect; on the % scale 0 is the no-effect control and ±100 the full control effect; nearly all actives have a fitted effect of over 55% in size
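qHTS (up to 57 uM final) was run with 24 h compound exposure of reporter cells at 37 °C. Each well was multiplexed: SteadyGlo luminescence measured ATXN2-luciferase expression after a fluorogenic Gly-Phe-AFC viability readout (25 uM final).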
HT1080NT lethal: qHTS for induction of synthetic lethality in tumor cells producing 2HG: qHTS for the HT-1080-NT fibrosarcoma cell line. HT-1080-NT fibrosarcoma viability, CellTiter-Glo ATP luminescence, 48 h. Potency, µM (doses to about 46.1 µM), for inactives: at the top dose activity, negative = less viability, most hits filed as cytotoxic. actives 1.6% (n = 360,000);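 further: NT is the 2HG producing partner of a matched IDH1 knockdown line; potency means the concentration at half of the fitted maximal effect; 0% = DMSO-treated cells and -100% = media-only wells without cells; nearly all actives have a fitted effect of over 55% in size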
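Viability by CellTiter-Glo luminescence after 48 h compound exposure at 37C of HT-1080-NT cells (750/well, RPMI, 5% FBS). % activity scaled between DMSO wells and medium-only wells, then curve-fitted and categorized by curve class.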
SW480 rerep: A quantitative high throughput screen for small molecules that induce DNA re-replication in SW480 colon adenocarcinoma cells | SW480 DNA re-replication, Hoechst DNA content imaging, 48 h | Potency, µM (series often up to 46.1 µM), for the others: at the top dose re-replication activation, hits mostly activators | actives 1.8% (n = 340,000) | AID 624297, 2012; further: potency means the concentration at half of the fitted maximal effect; % of control where 0% means no effect; nearly all actives have a fitted effect of over 55% in size
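Readout is total intensity of Hoechst-stained nuclei, excited at 405 nm and collected at 500-530 nm. Compound treatment lasted 48 hr at 37 C in 5% CO2 before staining.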
* marks the source's active call; other numbers are inactive results; i = inactive; ? = inconclusive; / = no result given; [ ] = remark or other dose. Unless noted, the call rests on the fitted dose curve; in most records, active means well fitted curve in the direction sought with a large enough effect; inconclusive means small, poorly fitted or top-dose-only effect, or another doubt; inactive means no such curve, though single readings can be large; an effect the other way counts as inactive or inconclusive.

SMILES	S2 tox	KB-3-1 cytotox	KB-V1 cytotox	HT1080 IDH1KD tx	IL1B secr inh	MCF10A rerep	ATXN2 expr inh	HT1080NT lethal	SW480 rerep
CC1Oc2ccccc2N(CC(=O)N2CCCc3ccccc32)C1=O (centres undefined)	i	-24%	-5%	?	0	-3%	4%	-1%[9.24 µM]	-4%
Cc1ccc(C(=O)N/N=C/c2ccc(OC(=O)c3ccccc3Cl)cc2)cn1	i	12%	-2%	-1%	-2	-1%	1%	14%	-12%
CCN(CC)CCn1c2ccccc2c2cnc(N=CN(C)C)c(C#N)c21	i	?	?	?	/	21µM*	?	?	5%
C/C=C/C(=O)OCC(=O)Nc1cc(-c2cc(C)c(C)cc2C)nn1-c1ccccc1	i	7%	0%	-5%	0	4%	2%	-8%	6%
O=C(CCNS(=O)(=O)c1cccc2nonc12)NCc1cccs1	i	14%	-6%	0%	5	1%	-14%	0%	-7%
Cc1ccc(S(=O)(=O)N2CCN(C(=O)COC(=O)CCCOc3ccccc3)CC2)c(C)c1	i	2%	6%	0%	13	-3%	/	13%	-3%
C=CCn1c(N2CCCCCC2)nc2c1c(=O)[nH]c(=O)n2C	i	-10%	-15%	0%	20	3%	2%	0%	2%
CN1CCN(NC(=O)c2cn(-c3ccccc3)nc2-c2cccc(Br)c2)CC1	i	11%	?	?	-136*	12%	-31%	?	-7%
COc1ccccc1N1CCN(C(=O)C2CCCN(c3ncnc4c3nc3n4CCCCC3)C2)CC1 (centres undefined)	i	0%	?	-10%	31	7%	-23%	-25%	-22%
Cc1oc(-c2ccc(Cl)cc2)cc1C(=O)/C(C#N)=C/Nc1ccccc1	i	2%	13%	0%	43	13µM*	13%	5%	2%
CCCCC(c1nnnn1C1CCCC1)N1CCN(C2CCCCC2)CC1 (centres undefined)	i	-2%	11%	-6%	-15	?	-13%	2%	-3%
Cc1cc(=O)c(C(=O)O)cn1Nc1ccc(F)cc1	i	0%	6%	10%	-1	-2%	-2%	7%	-3%
NC(N)=N/N=C/c1ccc(Cl)c(Cl)c1	i	16µM*	21µM*	?	-97*	?	?	?	?
O=c1c(O)c(-c2ccc(O)cc2O)oc2cc(O)cc(O)c12	/	12%	2%	/	/	7%	-4%	/	0%
CCOc1ccc(-n2c(C)c3c(C)nnc(C)c3c2C)cc1	?	?	-2%	-31%	44	/	/	-9%	/
CN1C(=O)C(=O)/C(=C(/O)c2ccc(Br)cc2)C1c1ccc(F)cc1 (centres undefined)	?	21%	11%	1%	10	-13%	-21%	-5%	-102%[inhibitor]
Cc1cccn2c(=O)c3cc(C#N)c(=NC(=O)c4cccs4)n(CC(C)C)c3nc12	i	2%	-9%	7%	62	?	6%	18%	?
CCCCC(=O)OCc1cc(=O)n2nc(C3CC3)sc2n1	i	-3%	-1%	/	/	/	14%	/	/
COc1cccc(NC(=O)[C@@H](NC(=O)N2CCn3c2nc2ccccc23)C(C)C)c1	i	?	7%	?	5	?	-2%	-12%	-8%
O=C(Nc1cccnc1)c1sc(Nc2ccccc2F)nc1-c1ccccc1	i	-6%	3%	?	2	?	-37%	?	?

An excerpt from above, showing only S2 tox, HT1080NT lethal and SW480 rerep:
Structure	S2 tox	HT1080NT lethal	SW480 rerep
NC(N)=N/N=C/c1ccc(Cl)c(Cl)c1	i	?	?
O=c1c(O)c(-c2ccc(O)cc2O)oc2cc(O)cc(O)c12	/	/	0%
CCOc1ccc(-n2c(C)c3c(C)nnc(C)c3c2C)cc1	?	-9%	/

(list continues)
SMILES	S2 tox	KB-3-1 cytotox	KB-V1 cytotox	HT1080 IDH1KD tx	IL1B secr inh	MCF10A rerep	ATXN2 expr inh	HT1080NT lethal	SW480 rerep
CC(C)c1ccc(N(CC(=O)NCCc2ccccc2)C(=O)c2csnn2)cc1	i	18%	-1%	-1%	-5	26%	2%	-21%	13%
CC1=CC(C)(C)NC(=S)N1c1cc(C)cc(C)c1	i	16%	-26%	5%	62	-5%	-8%	0%	-1%
CN(C)CCCNc1cc(C(C)(C)C)nc2c(-c3ccc(Cl)cc3)cnn12	/	8%	?	12µM*	-105*	?	?	18µM*	?
COc1cccc(C(=O)NC(=S)Nc2ccc3[nH]c(=O)[nH]c3c2)c1	i	28%	9%	-17%	6	3%	-9%	?	-6%
Cc1sc2ncn(CC(=O)NCCCC(=O)N3CCN(c4ccccc4F)CC3)c(=O)c2c1C	i	10%	-17%	2%	-13	6%	5%	-4%	-22%
O=C(/C=C/c1ccco1)N1CCc2ccccc21	i	?	-15%	?	-27	0%	21%	?	-2%
CC(OC(=O)c1ccncc1)C(=O)Nc1cccc(Cl)c1 (centres undefined)	i	9%	3%	-7%	17	-4%	8%	-2%	-8%[9.22 µM]
Cc1nc(S(=O)(=O)N2CCN(c3ccccc3F)CC2)cn1C	i	1%	?	/	/	/	2%	/	/
Cc1ccc(-n2nc3c(=O)n(C(C)C(=O)NCCCc4ccccc4)nc(C)c3c2C)cc1 (centres undefined)	?	?	?	-20%	-9	17%	?	-3%	-1%
COc1cccc(CC2(CO)CCCN(CC3=Cc4cc(Cl)ccc4OC3)C2)c1 (centres undefined)	i	0%	-5%	-14%	-28	?	-23%	-7%	-8%
O=C1NC(=O)C2(CCCC2)N1	i	-8%	0%	9%	-5	-2%	-6%	5%	-2%
CC(C)C[C@@H](CN)NC(=O)c1nc[nH]c1C(=O)N[C@@H](C)C(=O)CNC[C@H](C)NC(=O)c1nc[nH]c1C(=O)N[C@@H](CC(C)C)C(=O)O	i	4%	0%	11%	5	6%	6%	8%	-8%
C[C@@H]1CCCCCCCCC(=O)OCCN1C(=O)OC(C)(C)C	?	15%	11%	23%	21	6%	-17%	15%	-10%
CCOC(=O)c1ccccc1N/C=C/C(=O)c1ccccc1	i	2%	?	-1%	2	-1%	12%	-2%	2%
CCOc1ccc2c(c1)c(N=NC(=N)N)c(O)n2C	i	0%	19%	-14%	0	0%	12%	-6%	11%
CCOc1ccc(N(C(=O)CNC(=O)c2ccco2)C(C(=O)NC2CCCC2)c2ccncc2)cc1 (centres undefined)	i	0%	?	10%	-14	3%	3%	-5%	1%
COc1ccc(/C=C/C(=O)NC(=S)NNC(=O)c2cccs2)cc1OC	i	-25%	-22%	?	47	9%	-16%	-23%	-12%
CC(C)C(=O)Nc1ccc(-c2ccc3nncn3n2)cc1	i	4%	2%	23%	-27	0%	20%	?	10%
O=C(CN1CCN(Cc2ccccc2Cl)C1=O)N1CCCCCC1	i	2%	?	13%	2	-2%	1%	6%	?
O=C(CCC1N=C2c3ccccc3N=C(SCc3cccc(Cl)c3)N2C1=O)NCc1ccco1 (centres undefined)	i	-21%	?	?	-8	4%	-9%	-23%	5%
Cc1ccc(-n2ncc(C(=O)NCCCN3CCCCC3)c2C2CCN(C(=O)OC(C)(C)C)CC2)c(C)c1	?	-16%	0%	/	/	/	?	/	/
COc1ccc(NC(=O)C2CCC(CNS(=O)(=O)c3csc(C(N)=O)c3)CC2)cc1OC (centres undefined)	i	-7%	?	-1%	20	10%	/	19%	5%
O=C(CCCC(=O)N(c1ccc2c(c1)OCCO2)C(C(=O)NC1CCCCC1)c1ccc(Cl)cc1)Nc1ccccn1 (centres undefined)	i	13%	-1%	-6%	15	-1%	16%	5%	2%
Cc1ccc(-n2nc3c(=O)n(CC(=O)NCc4ccc(C)o4)nc(C)c3c2C)cc1	i	-22%	-15%	-13%	2	?	-3%	14%	?
O=[N+]([O-])c1cccc(S(=O)(=O)Nc2ccc(S(=O)(=O)Nc3nccs3)cc2)c1	i	?	?	13%	15	-2%	-2%	-2%	-4%
COc1ccc(CC(NC(C)=O)C(=O)NC2CCN(C(=O)c3ccc([N+](=O)[O-])cc3)CC2)cc1OC (centres undefined)	i	-2%	51%	23%	16	1%	15%	7%	1%
CCOC(=O)c1c(NC(=O)CSc2ncn[nH]2)sc(C(=O)N(C)C)c1C	i	?	0%	-11%	3	8%	-9%	-2%	4%
O=C(COC(=O)Cc1ccsc1)Nc1ccc(Cl)cn1	i	-5%	2%	-2%	5	-6%	-12%	5%	-2%
CC(C)CN(C#N)c1nc(N2CCOCC2)nc(N2CCOCC2)n1	i	-13%	0%	-13%	-10	27%	-11%	-23%	-1%
CN(CCN1CCc2ccccc2C1)Cc1nc(-c2ccc3c(c2)OCO3)no1	i	-4%	-17%	-10%	19	23%	3%	-16%	0%
CCCCOc1ccc(NC(=O)c2cc(F)c(F)cc2Cl)cc1	i	14%	-7%	0%	-14	19%	7%	1%	2%
CC(=O)Nc1ccc(NC(=O)C(C)Oc2ccccc2C(=O)NCc2ccccc2)cc1 (centres undefined)	i	?	?	-3%	-9	6%	/	-9%	-4%
Cc1noc(NS(=O)(=O)c2ccc(NC(=O)C(C)C)cc2)c1C	i	-1%	1%	-1%	-4	25%	6%	-4%	4%
Cc1cc(-c2nnco2)c(C)n1-c1ccccc1	i	0%	-1%	-5%	-5	0%	55%[activator]	-3%	-4%
CCC(=Cc1ccccc1O)c1ccncc1	i	-10%	4%	-17%	-10	4%	7%	-12%	-2%
C(=N\n1cnc2ccccc21)/c1cccnc1	i	-1%	-2%	7%	6	-185%[0.0737 µM]	36%	11%	-2%
